inhibitors of VEEV – inhibitors of VEEV TC-83 cytopathic effect, confirmation, Vero cells (AID 588727). Vero cells, VEEV TC-83 cytopathic effect inhibition; higher % means a stronger effect. inhibition, % at 20 µM, or IC50 in µM where a hit was titrated. 0.13% of 350,000 active; in the data active = a potency from the dose series; inconclusive = inhibition mostly from about 14% at the one dose, without a potency; inactive = the rest, 99 in 100 with inhibition below about 12%; note: strong numbers were not always called active
M. tuberculosis – growth inhibition of non-replicating M. tuberculosis (AID 488890) | Mycobacterium tuberculosis non-replicating, growth inhibition; higher % means a stronger effect | one-dose inhibition, % at 25 µM; IC50 in µM for titrated hits | 0.39% of 320,000 active; in the data active = a potency from the dose series; inconclusive = inhibition mostly from about 82% at the one dose, without a potency; inactive = the rest, 99 in 100 with inhibition below about 76%;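 note: plate controls were DMSO cells for no effect and high antibiotic wells for full effect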
PhoP GFP inhibition – Inhibition of PhoP regulon, Salmonella typhi GFP reporter cells, confirmation, 4 h (AID 1850); Salmonella Typhi PhoP-promoter GFP reporter, fluorescence, 4 h; higher % means a stronger effect; inhibition, % at 50 µM, or IC50 in µM where a hit was titrated; 0.33% of 310,000 active; in the data active = a potency from the dose series; inconclusive = inhibition mostly from about 25% at the one dose, without a potency; inactive = the rest, 99 in 100 with inhibition below about 19%;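 note: 0% = induced wells with vehicle and 100% = uninduced wells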
influenza NS1A – NS1A inhibition, H1N1 influenza, cell based functional assay (AID 504329) | NS1A functional cell-based assay, percent inhibition; higher % means a stronger effect | inhibition, % at 12.5 µM, or IC50 in µM where a hit was titrated | 0.3% of 340,000 active; in the data active = a potency from the dose series; inconclusive = inhibition above about 27% without an active follow-up result; note: strong numbers were not always called active
H37Rv inhibition – M. tuberculosis growth inhibition, HTS (AID 449762); M. tuberculosis H37Rv growth inhibition, 7H9 media; higher % means a stronger effect; inhibition, % at 25 µM; hits with a dose series show IC50 in µM; 0.59% of 330,000 active; in the data active = a potency from the dose series; inconclusive = inhibition above about 70% without an active follow-up result;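 note: bacterial growth assessed after seven days of incubation; strong numbers were not always called active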
inhibitors of VEEV 10K pilot screen – second read-out of inhibitors of VEEV, no call of its own (marks repeat the call); inhibition, %; measured here: 10K pilot screen inhibition
* marks the source's active call; other numbers are inactive results; i = inactive; ? = inconclusive; nt = no result given.

SMILES | inhibitors of VEEV | M. tuberculosis | PhoP GFP inhibition | influenza NS1A | H37Rv inhibition | others
Cc1ccc(N2CCC(N3CCN(C4CCCCC4)C(CCO)C3)CC2)cc1 (stereo unspecified) | 0.6% | 10% | 0% | -5% | 2%
COc1ccc([N+](=O)[O-])cc1NC(=O)CCN1CCN(CCO)CC1 | 0.4% | -1% | -2% | 5% | 16%
COCCNC(=O)N1[C@H]2CC[C@@H]1C(C(=O)OC)=C(c1ccc(OC(F)(F)F)cc1)C2 | 0.2% | 3% | nt | 12% | -6%
CCN1CCCC1CNC(=O)Cn1cc(C)c(=O)[nH]c1=O (stereo unspecified) | 0.5% | nt | nt | -5% | nt
CC(=O)Nc1ccc(NC(=O)COC(=O)c2ccc([N+](=O)[O-])o2)cc1 | 3.4% | 79% | nt | -2% | ?
c1cnc2ccc(C(c3nnnn3C3CCCCC3)N3CCN(C4CCCCC4)CC3)cc2c1 (stereo unspecified) | 4.4% | 26% | -4% | 7% | 2%
Cc1c(NC(=O)c2ccc(N(C)S(C)(=O)=O)cc2)c(=O)n(-c2ccccc2)n1C | 2.8% | -4% | 7% | -12% | -2%
Cc1ccc(-c2noc(C3CCN(C(=O)Nc4ccc(C#N)cc4)CC3)n2)o1 | 3.2% | 46% | -1% | -2% | ? | inhibitors of VEEV 10K pilot screen=1.9
COc1ccc(C(=O)NN(c2ccccc2)c2ccccc2)cc1 | i | -8% | -6% | 3% | -14%
Nc1cc(C(=O)OCC(=O)NNC(=O)c2cccs2)ccc1Cl | 0.9% | 17% | 0% | -1% | 64µM*
COc1ccc(C(=O)/C=C/Nc2ccc([N+](=O)[O-])cc2C)c(OC)c1 | 2.3% | 4% | -15% | 4% | -4%
OC(COC(c1ccccc1)c1ccccc1)CN1CCc2ccccc2C1 (stereo unspecified) | i | 47% | -7% | 1% | 5%
C=CCNc1nc(NCc2ccccc2)nc(OCC)n1 | 0.7% | -4% | 0% | -25% | 7%
COc1ccc(C2(C(=O)NC3CCCCC3)CCOCC2)cc1OC | 0.6% | -4% | 3% | 11% | -8%
O=C(CSCc1ccccc1)Nc1ccc(F)c(F)c1 | 1.4% | ? | -3% | -6% | 61%
CCn1c(CCNC(=O)c2ccc(F)cc2)nc2ccccc21 | 3.0% | -8% | -7% | 2% | -12%
Cc1ccccc1NC(=O)CSC(=O)c1ccccc1 | 9.2% | ? | nt | -5% | 0%
Cc1ccc(-c2nnc(SCC(=O)N/N=C/c3cccs3)n2-c2ccc(C)cc2)cc1 | 1.4% | -6% | 1% | 0% | -6%
Cc1cc(OC(=O)c2ccc(F)cc2)c([N+](=O)[O-])c(=O)[nH]1 | 2.2% | -5% | 5% | 3% | -1%
CC(=O)Nc1sc2c(c1C#N)CCCC2 | 1.0% | -3% | -6% | 13% | -7%
O=C(COC(=O)c1ccc(NS(=O)(=O)c2cccs2)cc1O)Nc1nc2ccccc2s1 | 3.9% | 30% | 4% | -8% | -5%
Cc1[nH]n(C2=NCCS2)c(=O)c1N=Nc1cccc(C(F)(F)F)c1 | 11% | ? | -5% | -3% | ?
O=C(O)c1ccccc1NC(=O)c1ccccc1-c1ccccc1C(=O)O | 1.1% | 0% | -9% | -17% | 1%
CCC(Sc1nc(C)cc(=O)[nH]1)C(=O)Nc1nc2c(s1)CCCC2 (stereo unspecified) | 3.5% | 16% | -17% | -5% | -13%
CCCCCCCCNc1ccccc1S(=O)(=O)NCc1ccccc1 | i | nt | nt | 3% | nt
COC(=O)c1ccc(OC(=O)c2cccnc2SC)cc1 | 1.2% | 70% | -10% | 1% | 6%
C=CCn1c(C(C)NC(=O)COC)nc2ccccc21 (stereo unspecified) | 1.1% | -30% | -6% | 0% | -1%
Cc1cccn2cc(CCNS(=O)(=O)c3ccc([N+](=O)[O-])cc3)nc12 | 2.0% | 3% | 3% | 1% | -1% | inhibitors of VEEV 10K pilot screen=0.1
CC1CCCCN1C(=O)CNCc1ccc(F)cc1 (stereo unspecified) | 0.5% | -1% | 9% | -4% | -6%
CNC(=O)c1cccc(NC(=O)CCCNC(=O)c2ccc(Cl)cc2)c1 | 2.0% | -7% | 10% | -9% | 1%
CCC1CCCCN1C(=O)c1cc(COc2ccc(-n3cncn3)cc2)on1 (stereo unspecified) | 2.9% | 10% | -8% | -15% | 7%
COc1ccc(NC(=O)N(O)C2(C#N)CCCCC2)cc1 | 1.6% | nt | nt | -2% | nt
Cc1ccccc1Cc1c(C)nc2c(C(=O)NCc3ccc4c(c3)OCO4)cnn2c1C | 5.2% | -8% | 4% | 25% | 4%
CCOCCCNC(=O)CN1C(=O)COc2ccc(S(=O)(=O)N3CCC(C)CC3)cc21 | i | -7% | 0% | 0% | -3%
CC(=O)Nc1cccc(-c2nc3ccc(NC(C)=O)cc3s2)c1 | 4.9% | 40% | -9% | 3% | 1%
Cc1ccc(OCCn2cc(/C=N/NC(=O)c3ccncc3)c3ccccc32)cc1 | 0.8% | 46% | 12% | 5% | ?
CCCCCCCCNc1ncnc2ccccc12 | i | ? | 19µM* | -6% | 55%
CCOC(=O)N1CCN(C(=O)c2ccc(Cl)nc2)CC1 | 5.9% | 2% | 21% | -1% | 1%
COc1ccc(C(=O)O)cc1NCc1ccc(C)s1 | 1.0% | 17% | -14% | -5% | 8%
CC1=Nc2cc(C(=O)NCC3CCCO3)ccc2Sc2ccc(Br)cc21 (stereo unspecified) | 9.6% | 14% | 9% | -4% | 4%
Nc1cc(N)cc(-c2nc3ccccc3[nH]2)c1 | 0.3% | 2% | 4% | 20% | 3%
O=C(O)c1cc2c(=O)c3ccccc3oc2nc1C(F)(F)F | 2.0% | -6% | -11% | -15% | -2%
Cc1ccc(S(=O)(=O)N(C)c2cc(S(=O)(=O)Nc3ccncc3)c(C)cc2C)cc1 | 0.9% | 10% | -10% | -9% | -32%
CC(C)CC(=O)Nc1nnc(SCC(=O)NCC2CCCO2)s1 (stereo unspecified) | 1.1% | 33% | 1% | -5% | 3%
CCN(CC)c1nc(N(CC)CC)[nH]c(=O)n1 | i | -10% | -9% | 0% | -3%
COCCn1c(SCC(=O)Nc2ccccc2C(F)(F)F)nc2ccccc2c1=O | 0.9% | 9% | 1% | -10% | 7%
COC(=O)c1ccc(COC(=O)c2cc3ccccc3oc2=O)cc1 | 0.5% | ? | -1% | -2% | 16%
CCOC(=O)C1CCCN(C(=O)Cn2cccc2C(=O)c2ccccc2)C1 (stereo unspecified) | 1.2% | 11% | -1% | -3% | 4%
Cc1oc2c(c1C(=O)NCc1ccccc1)CCCC2 | 0.3% | 11% | -9% | -1% | -11%
Cc1cnn(CCC(=O)NNC(=S)Nc2ccccc2)c1 | i | -5% | -14% | 0% | -7%

Reprinted at random: two records from the list
SMILES | inhibitors of VEEV | M. tuberculosis | PhoP GFP inhibition | influenza NS1A | H37Rv inhibition | others
OC(COC(c1ccccc1)c1ccccc1)CN1CCc2ccccc2C1 (stereo unspecified) | i | 47% | -7% | 1% | 5%
Cc1ccc(OCCn2cc(/C=N/NC(=O)c3ccncc3)c3ccccc32)cc1 | 0.8% | 46% | 12% | 5% | ?

More compounds:
SMILES | inhibitors of VEEV | M. tuberculosis | PhoP GFP inhibition | influenza NS1A | H37Rv inhibition | others
COCCn1nnnc1C(c1cccc(C(F)(F)F)c1)N1CCN(Cc2ccccc2)CC1 (stereo unspecified) | 0.6% | 0% | 1% | -6% | -4%
C=CCOc1ccc(/C=C/C(=O)OCC(=O)N(C)CC(=O)Nc2ccccc2Cl)cc1 | 2.8% | 5% | 2% | -8% | 70%
Cc1c(C(=O)Nc2ccc(S(=O)(=O)N(C)C3CCN(C)CC3)cc2)oc2c(Cl)cccc12 | i | 65% | 4% | 3% | ?
C1CN(c2nc(N3CCOCC3)nc(N3CCOCC3)n2)CCO1 | nt | -6% | 1% | nt | -1%
COC(=O)c1ccc(COc2ccccc2/C=C(\C#N)C(=O)Nc2c(C)cc(C)cc2C)cc1 | 9.4% | 15% | -8% | -9% | -9%
O=c1[nH]c2ccccc2nc1/C=C/c1ccc(Cl)cc1 | 0.9% | 10% | 1% | -5% | -3%
O=C(CCCOc1ccc(Cl)cc1Cl)NCCCO | 0.5% | 5% | 15% | -8% | -6%
Cc1cc(C)cc(NC(=S)N2CCN(CCO)CC2)c1 | i | 15% | 7% | -5% | -6%
COc1cc(Br)cc(C2C3=C(CCCC3=O)N(c3ccc(F)cc3)C3=C2C(=O)CCC3)c1O | 1.4% | 12% | 8% | 4% | 69%
CC/C(Cc1ccccc1)=N/NC(=O)CNC(=O)c1ccc(Cl)cc1Cl | 2.2% | nt | nt | 5% | nt
O=S(=O)(N1CCCCCC1)N1CCN(S(=O)(=O)N2CCCCC2)CC1 | i | 1% | -5% | 4% | -2%
COc1ccccc1NC(=O)Cc1ccc(-c2ccccc2)cc1 | 3.0% | 53% | 5% | -2% | 9%
CCOC(=O)N1CCN(C(=O)COCc2cc(-c3ccc4c(c3)OCO4)on2)CC1 | 0.6% | 25% | -10% | -10% | 3%
CCCCN(C(=O)c1cccc(-c2ccc(OC(C)=O)cc2)c1)c1c(N)n(CCC)c(=O)[nH]c1=O | 4.6% | 13% | nt | 0% | 1%
COc1c(/C=N/Nc2ccc(C(=O)O)cc2)c(CCN(C)C(C)=O)cc2c1OCO2 | 0.7% | -14% | 0% | 3% | 14%
NS(=O)(=O)c1ccc(CNC(=S)NC2CC2)cc1 | i | -11% | 4% | 8% | -6%
O=C(O)c1ccc(Cl)c(S(=O)(=O)Nc2ccc3[nH]c(=O)[nH]c3c2)c1 | 1.3% | 9% | 1% | -6% | 13%
CCN1/C(=C/C=C/c2oc3ccc(-c4ccccc4)cc3[n+]2CC)Oc2ccc(-c3ccccc3)cc21 | i | ? | i | -1% | 3.7µM*
CS(=O)(=O)N1CCN(C(=O)c2cc3ccccc3oc2=O)CC1 | 0.6% | -1% | 2% | -10% | 1%
CCN(CC(=O)NC)S(=O)(=O)c1ccc(Br)cc1 | 0.7% | -3% | -8% | -9% | -3%

The closing 6 entries of the section before come first, to join the parts.
SMILES | inhibitors of VEEV | M. tuberculosis | PhoP GFP inhibition | influenza NS1A | H37Rv inhibition | others
COc1c(/C=N/Nc2ccc(C(=O)O)cc2)c(CCN(C)C(C)=O)cc2c1OCO2 | 0.7% | -14% | 0% | 3% | 14%
NS(=O)(=O)c1ccc(CNC(=S)NC2CC2)cc1 | i | -11% | 4% | 8% | -6%
O=C(O)c1ccc(Cl)c(S(=O)(=O)Nc2ccc3[nH]c(=O)[nH]c3c2)c1 | 1.3% | 9% | 1% | -6% | 13%
CCN1/C(=C/C=C/c2oc3ccc(-c4ccccc4)cc3[n+]2CC)Oc2ccc(-c3ccccc3)cc21 | i | ? | i | -1% | 3.7µM*
CS(=O)(=O)N1CCN(C(=O)c2cc3ccccc3oc2=O)CC1 | 0.6% | -1% | 2% | -10% | 1%
CCN(CC(=O)NC)S(=O)(=O)c1ccc(Br)cc1 | 0.7% | -3% | -8% | -9% | -3%
COC(=O)N/N=C(C)\C=C\c1ccco1 | 1.1% | 8% | 0% | 3% | 4%
CCOC(=O)N1CCN(C(=S)NC(=O)C2CCCC2)CC1 | i | 57% | 3% | 14% | 4%
O=c1c2ccccc2nnn1COc1cccc2ccccc12 | 3.1% | 69% | -2% | -5% | 0%
CCC(C(=O)Nc1cc(Cl)ccc1OC)c1ccccc1 (stereo unspecified) | i | 5% | 1% | 0% | 10%
Cc1ccc(N2C(S)=C(C#N)C(=O)NC2c2cccs2)cc1 (stereo unspecified) | 3.2% | 14% | -6% | -7% | 1%
CCC/C(O)=C1\C(=O)CCCC1=NCCc1ccc(OCC)c(OCC)c1 | 0.1% | 12% | 10% | -8% | 4%
C=CCn1c(C(CCCC)CC(O)COCCC)n[nH]c1=S (stereo unspecified) | i | -20% | -3% | 7% | 11%
CCCC(C)n1[nH]c(=O)c2c(C)cc(C)nc21 (stereo unspecified) | 4.4% | 8% | 0% | -7% | 0%
CC(OC(=O)CC1Sc2ccccc2NC1=O)C(=O)NC1CCCC1 (stereo unspecified) | 2.4% | -6% | 0% | 1% | 5%
CCc1ccc(-n2c(SCC(=O)NC3CCS(=O)(=O)C3)nc3ccccc3c2=O)cc1 (stereo unspecified) | 2.9% | -1% | nt | -12% | -1%
O=C(CCNC(=O)c1ccccc1Cl)Nc1cc(C(F)(F)F)ccc1N1CCCC1 | 2.0% | -3% | -7% | 19% | 15%
COc1ccc(S(=O)(=O)N2Cc3ccccc3CC2C(=O)Nc2nccs2)cc1 (stereo unspecified) | 3.8% | 31% | -9% | -3% | 10% | inhibitors of VEEV 10K pilot screen=4.2
Cc1cc(N2CCCC2)ccc1/C=C1/C(=O)N(C)C(=S)N1C | 0.1% | 14% | -9% | 12% | 6%
CCOc1ccc(S(=O)(=O)N2CCN(C(=O)C3CCC3)CC2)cc1 | 4.4% | -3% | 0% | -10% | -3%
